Screening results as filed in PubChem BioAssay.
TRPC4 block – inhibitors of mouse TRPC4 channel. HEK293 TRPC4beta/mu-opioid, DAMGO-evoked Fluo4 calcium flux; stronger effect = lower value. B-score at 10 µM. 300,000 compounds, 0.39% hits;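 active means B-score over 3 SD under the library average, no early fluorescence shift, positive overall ratio signal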
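Assay system: TRPC4beta/mu-opioid receptor HEK293 cell line; compound dosing: single concentration per test compound; detection: Fluo4 Ca2+ flux fluorescence; evaluation: per-well B score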
MrgX1 ag – human MrgX1 receptor agonism, primary screen. Q96LB2. MrgX1-HEK293 cells, Fluo-4 calcium fluorescence, agonist mode; stronger effect = higher value. AID 588627. B-score at 10 µM. 310,000 compounds, 0.44% hits;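 active means calcium response B-score plate-corrected fluorescence ratio at least 3 library SD, with starting fluorescence B-score inside 5 SD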
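Test system: Stable human MrgX1 HEK293 cell line | Schedule: Overnight plating before 1 h dye loading | Read-out basis: Baseline-normalised fluorescence change ratio, B-scored | Detection: Kinetic calcium dye fluorescence, Fluo-4 NW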
TRPC6 inhibitor – mouse TRPC6 channel inhibition | Q61143 | 310,000 compounds, 1.1% hits | HEK293-TRPC6, membrane potential dye, ACh-evoked depolarization; stronger effect = lower value | B-score at 10 µM;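 active means B-score under library mean minus 3 SD, initial fluorescence not abnormally high, positive integrated signal ratio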;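 further: B-score derived from integrated fluorescence ratio over the kinetic read; more negative B-score means stronger inhibition of depolarization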
Target sequence (Q61143 whole entry, looked up): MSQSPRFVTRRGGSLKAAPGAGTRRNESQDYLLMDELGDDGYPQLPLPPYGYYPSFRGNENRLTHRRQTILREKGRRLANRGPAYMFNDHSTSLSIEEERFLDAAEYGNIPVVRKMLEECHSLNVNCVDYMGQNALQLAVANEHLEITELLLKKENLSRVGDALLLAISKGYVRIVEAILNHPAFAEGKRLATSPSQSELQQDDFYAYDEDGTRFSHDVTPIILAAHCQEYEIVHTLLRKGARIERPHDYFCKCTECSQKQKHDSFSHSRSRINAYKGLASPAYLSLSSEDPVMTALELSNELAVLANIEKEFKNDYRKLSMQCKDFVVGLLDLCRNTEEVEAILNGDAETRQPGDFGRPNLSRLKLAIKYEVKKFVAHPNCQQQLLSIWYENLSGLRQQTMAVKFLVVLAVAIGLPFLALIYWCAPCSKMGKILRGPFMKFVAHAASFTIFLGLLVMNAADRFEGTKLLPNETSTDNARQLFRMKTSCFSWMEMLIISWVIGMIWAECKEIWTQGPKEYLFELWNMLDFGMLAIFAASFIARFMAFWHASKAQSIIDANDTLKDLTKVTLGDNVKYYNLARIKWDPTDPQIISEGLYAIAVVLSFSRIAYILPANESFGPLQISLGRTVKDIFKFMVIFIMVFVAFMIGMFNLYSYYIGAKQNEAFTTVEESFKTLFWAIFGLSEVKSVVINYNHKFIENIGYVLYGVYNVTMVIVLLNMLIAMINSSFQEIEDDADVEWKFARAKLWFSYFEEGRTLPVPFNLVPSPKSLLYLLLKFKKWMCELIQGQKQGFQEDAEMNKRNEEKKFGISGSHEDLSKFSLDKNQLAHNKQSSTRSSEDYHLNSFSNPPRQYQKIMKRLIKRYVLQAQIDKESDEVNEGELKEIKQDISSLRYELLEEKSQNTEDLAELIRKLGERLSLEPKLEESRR
AI-2 QS mod – modulates the Vibrio harveyi AI-2 quorum sensing system; activity change, % at 7.5 µM; AID 2094; Vibrio harveyi JMH597 AI-2 luminescence/OD600 ratio, 9 h; stronger effect = lower value; strain lacks LuxN and CqsS sensors; 0 = neutral-control median; 300,000 compounds, 0.4% hits; in the data active means activity change below about -75%, passing the limit was not always enough;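 further: luminescence divided by OD600 gain over 9 h not by final OD600 alone; inactives centre near 13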
HIF activator – HIF pathway transcriptional activation; U2OS HRE-luciferase reporter, luminescence; normalized: DMSO 0%, desferrioxamine 100%; activation, % at 7.5 µM (by protocol); 300,000 compounds, 0.32% hits;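 active means mean activation of at least 10% of the iron chelator positive control signal, with at least half of replicates also reaching 10%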
MrgX1 PAM – allosterically activates human MrgX1 receptor signaling | Q96LB2 | MrgX1-HEK293, Fluo-4 calcium flux, FDSS; stronger effect = higher value | B-score at 10 µM | 310,000 compounds, 0.63% hits | AID 588675;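 active means plate-corrected calcium response at least 3 library SD above typical, normal starting fluorescence, not activating the receptor alone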;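 further: compound read alongside a low EC10 to EC30 dose of BAM8-22 agonist; peak minus trough fluorescence over baseline measured at the second addition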
PolyA inh – inhibitors of polyadenylation in S. cerevisiae; S. cerevisiae SKY197-pL101 polyadenylation reporter, beta-gal luminescence; efflux-impaired pdr1/pdr3 knockout yeast; score 100 = 6 SD above DMSO; calls only at 12 µM; 300,000 compounds, 0.02% hits;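 active means lowest replicate activity score at least 50, where 100 means six control SD above control mean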;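 further: yeast exposed to compound for 9 h at 30 °C; higher score means more reporter readthrough which indicates perturbed polyadenylation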
TRPC6 act – activates the mouse TRPC6 cation channel. HEK293-TRPC6 membrane potential dye fluorescence; stronger effect = higher value. B-score at 10 µM. 310,000 compounds, 0.13% hits. AID 2550;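 active means B-score of the integrated fluorescence ratio above library mean plus 3 SD, and starting fluorescence ratio within library mean plus 5 SD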;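 further: higher score means more depolarization so channel activation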
TRPC4 PAM – TRPC4 (mouse) allosteric potentiation | B-score at 10 µM | 310,000 compounds, 0.42% hits | Q9QUQ5 | HEK293 TRPC4beta/mu-opioid, DAMGO EC20, Fluo-4 Ca2+ flux; stronger effect = higher value;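 active means B-score of calcium response area above 5 SD of library B-scores, with initial fluorescence ratio within 5 SD of library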;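 further: B-score of integrated fluorescence ratio over time as area under calcium response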
MrgX1 antag – antagonists of human MrgX1 receptor | MRGX1-HEK293 calcium flux, Fluo-4, BAM8-22 antagonism; stronger effect = lower value | B-score at 10 µM | 310,000 compounds, 1.3% hits;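 active means calcium-response B-score plate-corrected more than 3 library SD below zero, starting fluorescence within 5 deviations, no agonist response on first addition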;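 further: peak minus trough fluorescence over baseline after final BAM8-22 challenge near maximal dose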
TRPC4 act – opens the mouse TRPC4 cation channel. Q9QUQ5. HEK293 TRPC4beta/mu-opioid, Fluo4 calcium fluorescence; stronger effect = higher value. B-score at 10 µM. 310,000 compounds, 0.49% hits. AID 2237;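 active means B-score above 5 SD of library B-scores, and initial fluorescence ratio not above library mean plus 5 SD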;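 further: positive B-score marks a calcium rise read as TRPC4 activation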
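Incubation: 45 min room-temperature Fluo4 loading, 110 s read / System: HEK293 cells stably co-expressing mouse TRPC4beta and mu-opioid receptor / Signal: Fluo4 fluorescence, kinetic / Control set: buffer (low) and maximal DAMGO (high) / Measure: integrated baseline-normalised fluorescence ratio, converted to per-well B score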
Starred values were filed as active, the others as inactive; i = inactive; / = not tested or not shown. Not all compounds are listed. The share of hits here may be higher or lower than overall.

smiles	TRPC4 block	MrgX1 ag	TRPC6 inhibitor	AI-2 QS mod	HIF activator	MrgX1 PAM	PolyA inh	TRPC6 act	TRPC4 PAM	MrgX1 antag	TRPC4 act
CC1CCC(NC(=O)CNC(=O)c2cccs2)CC1 (stereo not drawn)	i	i	i	6	2.9	i	i	i	i	i	i
O=C(NCCNC(=O)c1ccc(F)cc1)c1ccc(F)cc1	i	i	i	23	0.0	i	i	i	i	i	i
O=C(c1c[nH]c2ccccc2c1=O)N1CCCCCC1	i	i	i	20	-0.3	i	i	i	i	i	i
CC(C)c1ccc(-c2csc3ncnc(N4CCN(C)CC4)c23)cc1	i	i	i	1	0.0	7.3*	i	i	i	i	i
CS(=O)(=O)Nc1ccccc1C(=O)Nc1cc2c(cc1C(=O)O)OCCCO2	i	i	i	-18	-0.6	i	i	i	i	i	i
CS(=O)(=O)N(CC(=O)N1CCN(c2ccccc2F)CC1)C1CCCCC1	i	i	i	5	0.7	i	i	i	i	i	i
CCCCCCCCNC1=CC(=O)CC(C)(C)C1	i	i	i	17	-0.5	i	i	i	i	i	i
Cn1c(SCc2ccccc2F)nnc1-c1ccccn1	i	i	i	37	2.9	i	i	i	i	i	i
COc1ccccc1OCCN(C#N)c1nc(N(C)C)nc(N(C)C)n1	i	i	i	39	0.0	i	i	i	i	i	i
N/C(=N\OC(=O)Oc1ccccc1)c1ccc([N+](=O)[O-])cc1	i	i	i	12	-0.9	i	i	i	i	i	i
CCOC(=O)c1ccc(N2C(=O)c3n[nH]c(C)c3C2c2ccc(OC)cc2)cc1 (stereo not drawn)	i	i	i	22	-0.6	i	i	i	i	i	i
CC1(C)Cc2nc3[nH]c(=S)n(-c4ccccc4)c(=O)c3cc2CO1	i	i	i	-9	-0.4	i	/	i	i	i	i
COCCNCc1ccc(Cl)cc1Cl	i	i	i	21	-0.4	i	i	i	i	i	i
CC1=C(C(=O)OCc2ccccc2)C(c2ccccc2[N+](=O)[O-])NC(=O)N1C (stereo not drawn)	i	i	i	4	0.6	i	i	i	i	i	i
COc1ccc(C)cc1NC(=O)Nc1ccccc1	i	i	i	8	-0.4	i	i	i	i	i	i
CCOc1cc(/C=C2/C(=N)N3OC(C)=CC3=NC2=O)ccc1OC	i	i	i	16	-0.3	i	i	i	i	i	i
Cc1cccc(C)c1NC(=O)c1sccc1SCc1cccc(C(F)(F)F)c1	i	i	i	17	-0.4	i	i	i	i	-5*	i
Cc1ccc(OCC(=O)Nc2ccccc2C(=O)N2CCCC2)cc1	i	i	i	7	0.1	i	i	i	i	i	i
Cc1onc(-c2ccccc2Cl)c1C(=O)NC(=S)NCc1cccnc1	i	i	i	7	-0.5	i	i	i	i	i	i
O=C1c2ccccc2-c2cccc(NS(=O)(=O)c3ccc(C(F)(F)F)cc3)c21	i	i	i	9	-0.1	i	i	i	i	i	i

Remaining list, next part:
smiles	TRPC4 block	MrgX1 ag	TRPC6 inhibitor	AI-2 QS mod	HIF activator	MrgX1 PAM	PolyA inh	TRPC6 act	TRPC4 PAM	MrgX1 antag	TRPC4 act
CSc1nc2c(c(=O)n1C)SC(C)C2 (stereo not drawn)	i	i	i	28	0.1	i	i	i	i	i	i
COCOc1ccc(/C=C/C(=O)c2c(OCOC)cc(OCOC)c(CC=C(C)C)c2O)cc1OCOC	i	i	i	9	-0.2	i	i	i	i	i	i
Cc1ccc(C(=O)N/C(=C/c2ccco2)C(=O)NCCCn2ccnc2)cc1	i	i	i	21	-0.3	i	i	i	i	i	i
NC(=O)[C@@H]1CC2(CC(c3cccc(NC(=O)CC(c4ccccc4)c4ccccc4)c3)=NO2)CN1C(=O)COc1ccc(Cl)cc1 (stereo partly drawn)	i	i	i	2	-0.7	i	i	i	i	i	i
COc1cc(/C=C2/C(=N)N3C(=NC2=O)SN=C3S(C)(=O)=O)ccc1OC(=O)c1ccco1	i	i	i	29	0.0	18*	i	i	i	i	i
CNC(=O)c1oc(-c2ccccc2)nc1C	i	i	i	9	0.1	i	i	i	i	i	i
COc1ccc(CNC(=O)c2ccc(NC(=O)CC3SC(N4CCCC4)=NC3=O)cc2)cc1 (stereo not drawn)	i	i	i	19	-0.3	i	i	i	i	i	i
CN(c1ccccc1)S(=O)(=O)c1ccc2[nH]c(=O)oc2c1	i	i	i	28	-0.4	i	i	i	i	i	i
CCN(CC)S(=O)(=O)c1ccc2oc(C(=O)O)c(C)c2c1	i	i	i	26	-0.2	i	i	i	i	i	i
COc1ccc([N+](=O)[O-])cc1N/C(=N/S(=O)(=O)c1ccccc1)c1ccccc1	i	i	i	17	0.3	i	i	i	i	i	i
OC[C@H]1OC(Nc2ccc(N=Nc3ccccc3)cc2)[C@@H](O)[C@@H](O)[C@@H]1O (stereo partly drawn)	i	i	i	11	0.3	i	i	i	i	i	i
CCc1cc(=O)oc2cc(C)cc(OC(C)C(=O)NCc3ccccn3)c12 (stereo not drawn)	i	i	i	7	-0.2	i	i	i	i	i	i
Cc1nc2c(c3c1[nH]c1ccccc13)C(=O)CC(C)(C)C2	i	i	i	8	-0.1	i	i	i	i	i	i
CCN(CC)C(=O)c1ccc(-c2nnc(Nc3ccc(C(=O)NC)cc3)c3ccccc23)cc1	i	i	i	5	3.3	i	i	i	i	i	i
CCC(c1nnc(SCC(=O)Nc2ccc(C(=O)Nc3ccccc3OC)cc2)o1)N(C)C (stereo not drawn)	i	i	i	4	0.3	i	i	i	i	i	i
Cc1ccc(NC(=O)CSc2nc(N)cc(=O)[nH]2)cc1Cl	i	i	i	12	-0.1	i	i	i	i	i	i
CCCN(CC(=O)Nc1cc(C)on1)S(=O)(=O)c1cccc(C(F)(F)F)c1	i	i	i	9	-0.2	i	i	i	i	i	i
COCCNC(=O)CN(C(=O)c1ccc(N2CCCC2)nc1)c1ccc(Cl)cc1	i	i	i	9	-17	i	i	i	i	i	i
Cc1ccc(NC(=O)Cn2c(O)c(N=NC(N)=S)c3ccccc32)cc1	i	i	i	-1	-0.6	i	i	i	i	i	i
CCOc1ccccc1OCCC(=O)OCC(=O)Nc1c(C)nn(-c2ccccc2)c1C	i	i	i	-6	-0.2	i	i	i	i	i	i

An excerpt from above, limited to TRPC4 act and MrgX1 ag:
| Compound | TRPC4 act | MrgX1 ag |
| --- | --- | --- |
| COc1cc(/C=C2/C(=N)N3C(=NC2=O)SN=C3S(C)(=O)=O)ccc1OC(=O)c1ccco1 | i | i |
| CNC(=O)c1oc(-c2ccccc2)nc1C | i | i |

(next part)
smiles	TRPC4 block	MrgX1 ag	TRPC6 inhibitor	AI-2 QS mod	HIF activator	MrgX1 PAM	PolyA inh	TRPC6 act	TRPC4 PAM	MrgX1 antag	TRPC4 act
N#Cc1ccccc1NC(=O)CN1CCOCC1	i	i	i	6	0.1	i	/	i	i	i	i
Cn1c(SCC(=O)NCc2ccco2)nc2ccccc2c1=O	i	i	i	30	-0.5	i	i	i	i	i	i
COC(=O)c1cc(-c2cccc(OC)c2)on1	i	i	i	-1	-6.7	i	i	i	i	i	i
CC(C)C(=O)N1CCN(c2ccccc2NC(=O)c2cccc(Cl)c2)CC1	i	i	i	30	-0.5	i	i	i	i	i	i
COc1ccc2oc(C(=O)NN3C(C)CCCC3C)c(C)c2c1 (stereo not drawn)	i	i	i	25	0.4	i	i	i	i	i	i
O=C(O)c1cccc(NC(=S)N/N=C/c2ccccc2OCc2ccc(Br)cc2)c1	i	i	i	86	0.7	i	i	i	i	i	i
CCC(C)(C)C1CCc2[nH]nc(C(=O)NN)c2C1 (stereo not drawn)	i	i	i	9	0.2	i	i	i	i	i	i
COc1ccccc1C(CC(=O)O)NS(=O)(=O)c1ccc2c(c1)N(C(C)=O)CC(C)O2 (stereo not drawn)	i	i	i	9	-0.5	i	i	i	i	i	i
COc1ccc(C2C(C(=O)Nc3cccnc3)=C(C)Nc3nc(-c4cccs4)nn32)cc1 (stereo not drawn)	i	i	i	22	0.1	i	i	i	i	i	i
CCOC(=O)N1CCN(CC(=O)Nc2cc3c(cc2C(C)=O)OCO3)CC1	i	i	i	18	0.1	i	i	i	i	i	i
CC(=O)Nc1sc2c(c1C(=O)N1CCOCC1)CCCCC2	i	i	i	-12	-0.5	i	i	i	i	i	i
CCN(CC)CCCNc1ccc(-c2nnc(-c3ccc(OCC(C)C)cc3)o2)cn1	i	i	i	17	-3.6	i	i	i	i	i	i
O=C(Nc1ccc2c(c1)OCO2)Nc1ccccn1	i	i	i	13	1.3	i	i	i	i	i	i
O=C(CN1C(=O)CSC1=O)N1CCCCC1	i	i	i	4	-0.1	i	i	i	i	i	i
CN1CCN(C(=O)CCN2C(=O)/C(=C\c3ccc(Cl)cc3)SC2=S)CC1	i	i	i	18	0.2	i	i	i	i	i	i
Cc1ccc(S(=O)(=O)N(C)c2c(C)ccc(S(=O)(=O)N3CCN(C)CC3)c2C)cc1	i	i	i	-9	-0.4	i	i	i	i	i	i
O=C1C2C3CCCC3=C3CCCC3C2C(=O)N1c1ccccc1 (stereo not drawn)	i	i	i	31	-1.1	i	i	i	i	i	i
CC(C)c1ccc(Nc2nc(Cl)nc(Cl)n2)cc1	i	i	i	17	-3.5	i	i	i	i	i	i
Nc1c(C(=O)CCC(=O)O)oc2ccc(Cl)cc12	i	i	i	14	-0.5	i	i	i	i	i	i
COc1ccc(C(=O)NCC(=O)OCc2csc(-c3ccccc3)n2)cc1	i	i	i	1	-0.1	i	i	i	i	i	i

(more compounds)
smiles	TRPC4 block	MrgX1 ag	TRPC6 inhibitor	AI-2 QS mod	HIF activator	MrgX1 PAM	PolyA inh	TRPC6 act	TRPC4 PAM	MrgX1 antag	TRPC4 act
Cc1ccc(S(=O)(=O)CCC(=O)Nc2nnc(-c3ccco3)o2)cc1	i	i	i	32	0.2	i	i	i	i	i	i
CCOC(=O)C(Cc1ccccc1)C(=O)NCc1cccnc1 (stereo not drawn)	i	i	i	18	0.2	14*	i	i	i	i	i
O=C(Cc1n[nH]c(=O)[nH]c1=O)N/N=C/c1cccc(Cl)c1	i	i	i	14	-0.2	i	i	i	i	i	i
COc1cccc(C(C)N(C)Cc2nc(-c3ccoc3)oc2C)c1 (stereo not drawn)	i	i	i	27	0.2	i	i	i	i	i	i
CSc1nc(C)c(CCO)c(=O)[nH]1	i	i	i	14	0.0	i	i	i	i	i	i
